# SSB-PriA inh: inhibitors of Klebsiella pneumoniae PriA binding to SSB C-terminal tail, primary screen, biochemical, AlphaScreen; inhibition, % at 33 µM; 430,000 tested, 0.6% active; AlphaScreen SSBct-PriA binding, biotinylated peptide; AID 1272365, 2023; in the data active means inhibition mostly above about 37%, no sharp cut-off; inactive means mostly below about 20%;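 further: plate controls were negative control peptide for no effect and reference peptide for full effect; strong numbers were not always called active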
# BH1578 lux ind: inducers of Vibrio cholerae quorum light production without autoinducers, primary screen, BH1578 luxS cqsA deficient, single point; V. cholerae BH1578 lux reporter, luminescence, 6 h; activation, % at 18.7 µM; 350,000 tested, 0.16% active; in the data active means activation mostly above about 9.7%, no sharp cut-off; inconclusive means no clear call, values can overlap the other calls; inactive means mostly below about 3.7%; further: not every result past the cut was called active; inactives centre near 0; reference of the scale not given here
# Yp Topo-I inh: Yersinia pestis topoisomerase I inhibitors, primary screen, biochemical, cleavage product accumulation, plate reader, single point | activity, % at 10 µM | Y. pestis Topo-I cleavage product accumulation | DNA topoisomerase I (Yersinia pestis CO92) | AID 504884, 2011 | 360,000 tested, 0.064% active; in the data active means activity above about 50%, passing the limit was not always enough; inconclusive means no clear call, values can overlap the other calls; further: inactives centre near 2
# DUSP3 inh: VHR1 phosphatase inhibitors, primary screen, biochemical, absorbance, uHTS; inhibition, % at 13.3 µM; AID 1654, 2009; Dual specificity protein phosphatase 3 (Homo sapiens), P51452; recombinant VHR phosphatase, pNPP absorbance; 290,000 tested, 0.52% active; in the data active means inhibition above about 50%; further: some compounds called inactive have numbers as strong as hits
# TcdB inh: TcdB glycohydrolase inhibitors, primary screen, biochemical, single point, plate reader; 350,000 tested, 0.24% active; TcdB glycohydrolase enzymatic assay; inhibition, % at 9.99 µM; in the data active means inhibition above about 10%
# MazEF act: activators of E. coli MazEF toxin-antitoxin RNase, primary screen, biochemical, fluorescence, uHTS; Endoribonuclease toxin MazF (Escherichia coli (strain K12)), P0AE70; FAM/BHQ RNA-DNA oligo cleavage fluorescence, 5 h; activation, % at 20 µM; 350,000 tested, 0.32% active; AID 504720, 2011; in the data active means activation above about 50%
# 3CLpro inhibitor: SARS-CoV 3CLpro protease inhibitors, primary screen, biochemical, quenched FRET; Replicase polyprotein 1ab (Severe acute respiratory syndrome coronavirus), P0C6X7; recombinant SARS-CoV 3CLpro, quenched FRET peptide cleavage; inhibition, % at 6 µM; 290,000 tested, 0.14% active; AID 1706, 2009; in the data active means inhibition above about 12%
# PfHsp40 rescue: rescue of yeast from PfHsp40 toxicity, primary screen, S. cerevisiae, ATP luminescence | S. cerevisiae expressing PfHsp40, growth rescue | AID 504582, 2011 | growth rescue, % at 12.5 µM | 340,000 tested, 0.68% active; in the data active means growth rescue above about 28%, passing the limit was not always enough; inconclusive means no clear call, values can overlap the other calls;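 further: yeast W303a lacking pdr1 and pdr3 grown in galactose medium; growth measured after three days at 30 °C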
# Rv3671c protease: Rv3671c serine protease inhibitors, primary screen, biochemical, fluorescence polarization, M. tuberculosis H37Rv; P9WHR9; inhibition, % at 5.96 µM; 320,000 tested, 0.048% active; AID 2606, 2010; in the data active means inhibition above about 38%;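 further: extracellular domain of Rv3671c used as enzyme; 0% = enzyme with DMSO and 100% = no enzyme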
# Anthrax LF inh2: Bacillus anthracis LF protease inhibitors, primary screen, biochemical, multiplex microsphere, MLPCN library. Lethal factor (Bacillus anthracis), P15917. 360,000 tested, 0.12% active. inhibition, % at 10 µM. multiplex microsphere protease cleavage assay; in the data active means inhibition above about 30%; inconclusive means no clear call, values can overlap the other calls; further: plate controls were buffer without enzyme for full effect and enzyme alone for no effect
# Numbers without * were called inactive; i = inactive; u = inconclusive; x = not tested or not shown; & = joins results of further samples. Only part of the results is shown. The share of hits here may be higher or lower than overall.
item	structure	SSB-PriA inh	BH1578 lux ind	Yp Topo-I inh	DUSP3 inh	TcdB inh
1	Cc1cnc(NC(=O)CSc2nnc(N)s2)s1	-6.9	-0.2	5.5	7.3	-0.9
2	O=C(NCCCn1ccnc1)C1CC2CCC1C2 (stereo unspecified)	6.9	-4.8	2.1	10.8	x
3	CC1(C)Cc2cccc(OCC(=O)N3CCN(S(=O)(=O)c4ccccc4F)CC3)c2O1	1.0	-0.6	9.1	-5.4	x
4	COc1cccc2sc(=NC(=O)CCS(=O)(=O)c3ccc(C)cc3)n(C)c12	-3.4	-11.8	30.8	x	0.7
5	O=C(Nc1cc(Cl)ccc1N1CCOCC1)c1ccc2c(c1)OCCO2	-7.7	-0.2	3.1	9.1	2.2
6	O=C(COc1ccc(OCc2ccccc2)cc1)NN=C1CCCC1	-2.6	i	3.0	7.8	1.6
7	Cc1ccc2c(c1)-c1ncc(C(=O)c3cc(Br)ccc3O)cc1CO2	x	x	x	56.3*	-0.4
8	O=C1C2C3C=CC(CC3)C2C(=O)N1c1ccc(Br)cc1[N+](=O)[O-] (stereo unspecified)	-8.7	i	-7.1	15.5	-0.3
9	O=C(CN1CCN(c2nc(-c3ccc(Cl)cc3)cs2)CC1)NCc1ccco1	-10.3	-0.5	3.6	-12.6	x
10	C/C(=N/Nc1nc(-c2ccccc2)c(CC(=O)O)s1)c1ccccc1	x	-0.5	-7.2	13.6	0.6
11	CCOc1ccccc1C1C(C#N)=C(N)Oc2cc(N)ccc21 (stereo unspecified)	0.8	-0.2	-2.4	15.8	x
12	NC(=O)C1=C[C@@H](c2csc3ccccc23)C[C@@H](OCCCCO)O1	5.6	4.3	-4.4	30.1	-0.5&-0.6
13	N#CCSc1nc2ccccc2c(=O)n1C1CCCCC1	-7.9	-0.5	-4.5	22.3	1.5
14	Cc1cccc2cc(CN(Cc3cccnc3)C(=O)c3ccncc3)c(=O)[nH]c12	-5.0	-0.3	7.7	-0.2	x
15	Cc1nn(C)cc1S(=O)(=O)Nc1ncccn1	3.3	i	0.3	9.6	-1.7

item	MazEF act	3CLpro inhibitor	PfHsp40 rescue	Rv3671c protease	Anthrax LF inh2
1	5.3	-0.5	0.0	2.2	-0.2
2	-5.8	2.5	0.6	0.4	0.7
3	-12.8	-9.5	0.9	-3.0	-3.5
4	7.9	x	0.3	3.9	-4.9
5	2.6	1.1	3.1	-9.8	-3.5
6	10.5	-0.6	-1.5	-5.0	-4.9
7	x	1.6	x	-17.9	x
8	3.3	2.4	-0.5	-1.7	-1.9
9	-10.0	6.5	-0.3	7.7	-8.9
10	-17.3	0.9	-0.3	x	-6.1
11	7.3	2.9	1.0	-3.6	-7.0
12	7.5	-0.2	1.1	-10.9	-2.3
13	3.3	-2.7	-0.2	-2.7	-3.2
14	12.8	1.8	0.5	-7.0	-4.0
15	0.7	1.8	-1.0	-0.6	-4.7

# New compounds follow:
item	structure	SSB-PriA inh	BH1578 lux ind	Yp Topo-I inh	DUSP3 inh	TcdB inh
16	CN(C)CCn1c(=N)n(CC(O)c2ccc(Cl)c(Cl)c2)c2ccccc21 (stereo unspecified)	-5.0	-5.7	-4.5	6.9	1.5
17	Cc1noc(C)c1S(=O)(=O)N1CCCC(C(=O)NC2CCCCC2)C1 (stereo unspecified)	-4.2	-11.1	6.5	-24.3	-2.6
18	CN(C)C(=O)c1ccc(NC(=O)COC(=O)CC23CC4CC(CC(Br)(C4)C2)C3)cc1	-2.2	12.5	14.0	x	0.5
19	COc1cccc(COC(=O)C2CCN(C(=O)c3ccc(F)cc3)CC2)c1OC	3.8	i	17.9	x	0.3
20	CC1(c2nnc(-c3ccccc3)o2)CC(c2ccc(F)cc2)=NO1 (stereo unspecified)	4.2	i	12.9	18.7	0.3
21	COCCNC(=O)Cn1cnc2ccc(S(=O)(=O)N3CCC(C)CC3)cc2c1=O	-9.7	0.6	-3.3	2.2	x
22	CCCc1nnc(NC(=O)CCC(=O)N2CCN(c3ccccc3)CC2)s1	7.5	i	-8.8	5.5	2.2
23	O=C(Nc1cccc(C(=O)Nc2cccc(C(F)(F)F)c2)c1)c1ccc(=O)[nH]c1	-3.1	-0.4	-1.5	1.4	-0.4
24	Cc1c(C(=O)NC(=S)Nc2ccc3c4c(cccc24)CC3)cccc1[N+](=O)[O-]	0.0	i	0.3	2.6	x
25	C=CCC(NCc1ccccc1)c1ccc(C)o1 (stereo unspecified)	-11.1	i	3.8	x	x
26	CCOC(CNC(=O)CN1C(=O)COc2ccc(S(=O)(=O)N3CC(C)CC(C)C3)cc21)OCC (stereo unspecified)	-3.6	-0.1	18.3	21.2	0.5
27	O=C(N/N=C/c1ccc(O)c([N+](=O)[O-])c1)C(O)(c1ccccc1)c1ccccc1	x	-1.3	-4.7	8.8	-1.2
28	O=C1CCC(=O)N1c1ccc(CSc2nnnn2C2CCCCC2)cc1	-0.6	i	-1.7	11.9	x
29	C[C@H](NC(=O)c1ccc(Cl)c(S(=O)(=O)N2CCOCC2)c1)c1nc2ccccc2[nH]1	13.3	i	-11.1	x	0.0
30	Fc1ccc(CSc2nnc(-c3cc4c(s3)-c3ccccc3CC4)o2)cc1	3.6	3.4	3.0	32.9	x

item	MazEF act	3CLpro inhibitor	PfHsp40 rescue	Rv3671c protease	Anthrax LF inh2
16	-0.4	-3.8	-0.3	-7.5	-2.0
17	1.7	0.2	0.0	-2.9	-2.9
18	9.4	x	1.0	-3.3	-1.1
19	4.2	x	-1.2	5.9	3.9
20	1.1	x	2.0	-6.4	0.1
21	-8.2	-7.7	-0.8	1.6	-0.5
22	-19.0	0.7	0.1	3.8	-2.7
23	27.4	-0.8	-1.1	-16.5	-3.5
24	-2.2	-5.2	-0.5	2.9	-1.1
25	-3.9	3.9	-0.8	-2.7	-2.8
26	12.4	3.5	0.1	-1.9	-1.8
27	0.5	3.8	0.3	2.1	-8.9
28	4.5	1.8	0.0	-6.9	5.6
29	-1.8	x	1.2	2.5	0.0
30	-5.0	-4.1	1.0	5.2	9.2

# (next part)
item	structure	SSB-PriA inh	BH1578 lux ind	Yp Topo-I inh	DUSP3 inh	TcdB inh
31	CCOC(=O)N1CCN(S(=O)(=O)c2ccc(C(=O)Nc3nnc(CSC)o3)cc2)CC1	-10.5&11.0	-0.3	-3.0	2.9	x
32	CCOc1cc2c(cc1OCC)-n1cccc1C(c1ccc(OC)c(OC)c1)NC2 (stereo unspecified)	9.6	-0.8	2.0	24.4	0.8
33	Cc1ccsc1/C=N/NC(=O)Cc1ccc(Cl)cc1	i	-0.3	17.6	11.2	0.5
34	Cn1c(/C(C#N)=C/c2ccncc2)nc2ccccc21	-6.8	-0.3	-3.1	31.2	2.0
35	Cc1nnc(SCc2nc3sc4c(c3c(=O)[nH]2)CCCC4)[nH]c1=O	-2.9	-3.6	5.7	-19.4	1.1
36	Cc1ccc(/C=N/NC(=O)c2c(-c3ccccc3)noc2C)o1	x	-0.2	0.0	5.8	3.1
37	CC(=O)c1c(C(C)=O)c(C)n(NC(=O)c2cccnc2)c1C	-1.9	-0.5	7.1	21.4	-1.7
38	Cc1ccc(S(=O)(=O)N(C)c2ccc(OCC(=O)O)cc2)cc1	-14.4	-0.7	-6.4	6.5	x
39	Cc1nc(-c2ccccc2)sc1-c1nc(-c2cccnc2)ncc1S(=O)(=O)c1ccccc1	0.7	x	-9.3	22.6	x
40	COc1ccc(NC(=O)NC2(C(=O)N3CCN4CCCC4C3)CCCCC2)cc1 (stereo unspecified)	-3.1	-0.3	1.6	-2.4	-0.5
41	Cc1ccc(NC(=O)CN2C(=O)CCS(=O)(=O)c3ccccc32)cc1Cl	-5.3	i	-4.9	-12.9	-4.2
42	Cc1ccc2cc3cc(C(=O)N4CC(C)CC(C)C4)oc3nc2c1 (stereo unspecified)	-13.0	-6.2	21.5	8.8	x
43	CCCCc1ccc(NS(=O)(=O)c2cccc(C(=O)N3CCCN(C)CC3)c2)cc1	16.1	i	0.6	x	1.2
44	CC1CN1P(=S)(c1ccccc1)N1CC1C (stereo unspecified)	-15.7	-3.8	1.5	x	0.4
45	Cn1c(N)c(C(=O)CSc2nc3ccccc3[nH]2)c(=O)n(C)c1=O	-2.4	-0.8	4.4	16.6	0.4

item	MazEF act	3CLpro inhibitor	PfHsp40 rescue	Rv3671c protease	Anthrax LF inh2
31	0.4	-1.4	-1.5	-6.5	1.6
32	3.9	-1.8	-1.1	-5.1	1.4
33	11.5	-1.3	0.1	4.7	1.0
34	3.8	-0.6	-1.2	6.4	1.0
35	-12.6	-6.2	0.3	-9.0	1.1
36	6.4	-4.6	-1.5	-6.3	-1.7
37	2.9	-4.5	-2.5	-16.4	-0.5
38	9.2	-3.8	-0.1	4.9	1.8
39	-9.1	-2.4	0.9	2.4	5.3
40	7.7	-2.8	-1.6	0.3	-0.6
41	5.8	1.1	-1.1	7.7	0.9
42	-9.6	5.9	2.5	-57.8	-5.8
43	-0.2	x	0.2	-6.4	0.2
44	11.1	x	1.0	x	-3.4
45	4.2	-3.0	0.4	-6.2	0.4

# Values by screen from the entries so far.
# Anthrax LF inh2, compounds 16 to 20: -2.0, -2.9, -1.1, 3.9, 0.1

# Additional compounds:
item	structure	SSB-PriA inh	BH1578 lux ind	Yp Topo-I inh	DUSP3 inh	TcdB inh
46	CC(=O)Nc1ccc(NC(=O)C(C)OC(=O)C2(c3ccc(Cl)cc3)CCCC2)cc1 (stereo unspecified)	-14.4	i	22.2	27.0	2.6
47	COc1ccc(/C=N/NS(=O)(=O)c2ccccc2)cc1OC(=O)c1ccc(C)cc1	x	-3.6	15.1	28.7	x
48	CN(C)S(=O)(=O)c1cccc(NC(=S)Nc2cc(Cl)cc(Cl)c2)c1	-4.0	i	-14.2	19.4	x
49	Cc1cc(=O)cc(C)n1-c1ccc(Cl)cc1	1.8	-0.3	10.2	16.6	2.0
50	CCOC(=O)CCN(Cc1cccs1)S(=O)(=O)c1ccc(Cl)cc1	-4.2	i	u	3.8	0.9
51	O=[N+]([O-])c1cccc(/C=N/Nc2nc(NCc3ccccc3)nc(N3CCOCC3)n2)c1O	x	-0.3	-2.3	-0.4	0.7
52	COc1ccc2[nH]cc(C(=O)CN3CCCCC3)c2c1	-8.4	1.0	0.7	4.9	x

item	MazEF act	3CLpro inhibitor	PfHsp40 rescue	Rv3671c protease	Anthrax LF inh2
46	6.4	0.4	1.7	0.8	-0.5
47	4.8	5.2	-0.5	-24.2	-4.7
48	-0.3	1.1	0.7	0.6	-0.8
49	6.9	3.3	-0.6	-6.6	3.4
50	-2.3	-2.6	0.6	4.2	0.0
51	2.9	4.7	10.0	1.5	-0.6
52	-1.8	3.0	-2.3	-3.1	2.1

# Records 46 through 47, reprinted for reference:
item	structure	SSB-PriA inh	BH1578 lux ind	Yp Topo-I inh	DUSP3 inh	TcdB inh
46	CC(=O)Nc1ccc(NC(=O)C(C)OC(=O)C2(c3ccc(Cl)cc3)CCCC2)cc1 (stereo unspecified)	-14.4	i	22.2	27.0	2.6
47	COc1ccc(/C=N/NS(=O)(=O)c2ccccc2)cc1OC(=O)c1ccc(C)cc1	x	-3.6	15.1	28.7	x

item	MazEF act	3CLpro inhibitor	PfHsp40 rescue	Rv3671c protease	Anthrax LF inh2
46	6.4	0.4	1.7	0.8	-0.5
47	4.8	5.2	-0.5	-24.2	-4.7
